ER stress death: ER stress cell death inhibition. relative survival (cellular ATP), % at 15 µg/mL (by protocol). AID 1010. CSM14.1 thapsigargin ER stress survival, ATP luminescence. actives 0.33% (n = 48,000);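 active means survival measured by cellular ATP above 50% at 15 µg/ml in the first screen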;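 further: cell death triggered by about 15 µM thapsigargin; ATP read 24 h after thapsigargin was added; plate controls were thapsigargin with DMSO for no effect and DMSO without thapsigargin for full effect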
Starred values were filed as active, the others as inactive. This is a subset; rates above refer to the full screens.

SMILES	ER stress death
CCC(=O)c1ccc(OC(=O)c2ccc(Br)cc2)cc1	3
COC(=O)c1c(NC(=O)C(C)C)sc2c1CCCCC2	5
CCCCCCOc1ccc(N2C(=O)CC(N(C)Cc3ccccc3)C2=O)cc1 (stereo not drawn)	7
COc1ccc2c(c1OC)C(=O)N(c1cccc(F)c1)C2	-1
O=C(NCCCc1ccccc1)C(F)(F)F	-5
CN1C(=O)/C(=C/c2cccn2-c2cccc([N+](=O)[O-])c2)SC1=S	9
O=C(NC(=S)Nc1ccc2oc(-c3ccc(-c4ccccc4)cc3)nc2c1)c1ccco1	5
CCCC(=O)c1ccc(N2CCOCC2)c(F)c1	8
CCOP(=O)(OCC)C(OC(N)=O)c1ccc([N+](=O)[O-])cc1 (stereo not drawn)	9
O=C(Oc1ccc(Cl)cc1Cl)c1c(F)cccc1F	0
COC(=O)Nc1sc(C)c(C)c1C(N)=O	5
COc1ccc(/C=N/Nc2nc3ccccc3[nH]2)c2c(OC)cccc12	-14
CCCc1n[nH]c2c1/C(=N\O)CC(C)(C)C2	0
CCc1ccccc1NC(=O)CN(c1ccc(Cl)cc1)S(C)(=O)=O	8
O=C1C=C/C(=N\S(=O)(=O)c2ccc(F)cc2)c2ccccc21	-14
COc1ccc(/C=N/NC(=O)CNc2cccc3ccccc23)c(O)c1	3
O=C(Nc1ccc2oc(-c3cccnc3)nc2c1)c1cccc(OCc2ccccc2)c1	-1
Cc1ccc(C(=O)N/C(=C/c2ccc(Br)cc2)C(=O)N2CCOCC2)cc1	2
CC(=O)NC1=NC(=O)/C(=C\c2ccc(-c3cc([N+](=O)[O-])ccc3C)o2)S1	5
CCOC(=O)c1c(NC(=O)C(c2ccccc2)c2ccccc2)sc2c1CC(C)(C)OC2	0
COc1ccccc1/C=N/NC(=O)C(=O)NCc1ccccn1	8
COc1cc(NS(=O)(=O)c2ccccc2)cc(OC)c1	4
Cc1ccc(C2=NC(=O)/C(=C/c3ccc4c(c3)OCO4)S2)cc1	6
C=CCOc1ccc(/C=C2\C(=O)N(Cc3ccco3)C(C)=C2C(=O)OC)cc1OC	9
Cc1ccc(C(=O)NNC(=O)c2ccc3ccccc3c2O)cc1	9
CC(=Nc1cc(Cl)ccc1O)c1c(-c2ccccc2)[nH]n(-c2nc3ccccc3s2)c1=O	12
CC(C)(C)c1ccc(-c2nn(CNc3cccc(Cl)c3)c(=S)o2)cc1	-4
O=C(c1ccc(Cl)cc1)c1cc([N+](=O)[O-])ccc1Cl	0
CCOC(=O)CSCCOc1ccc(/C=C2/C(=O)NC(=O)N(c3ccc(C)cc3)C2=O)cc1OC	-5
O=C1NC(=O)N(c2ccc(F)cc2)C(=O)/C1=C/c1cc(Cl)c(O)c(Cl)c1	-4
COc1ccc(N2CC(C(=O)OCC(=O)c3ccc(Br)cc3)CC2=O)cc1 (stereo not drawn)	8
CC(C)(C)c1cc(Br)ccc1OCC(=O)Nc1ccccc1[N+](=O)[O-]	2
CCC(C)C(=O)N1c2ccccc2C(N(C(=O)COc2ccccc2)c2ccccc2)CC1C (stereo not drawn)	1
CCC(=O)n1/c(=N/C(=N)N)nc(C)c2ccc(C)cc21	-9
N/C(=N\OC(=O)c1ccccc1Br)c1ccccc1	-23
O=C1S/C(=C\c2cccs2)C(=O)N1Cc1ccccc1	3
N#Cc1ccc(/C=N/N2C(=O)C3C(C2=O)C2C=CC3C23CC3)c([N+](=O)[O-])c1 (stereo not drawn)	5
O=C(CCN1C(=O)c2ccccc2C1=O)Nc1cc(C(F)(F)F)ccc1Cl	6
COc1ccc(CN2CCN(C(=O)c3cccc(Cl)c3)CC2)cc1OC	3
Cc1nnc(C)n1/N=C/c1ccc(-c2ccccc2)cc1	-5
N/C(=N/N=C\c1cc(Br)ccc1O)c1ccccn1	-4
CCc1nnc(NC(=O)C(CC)CC)s1	8
Cc1cc(C)c(NC(=O)COc2ccc(Br)c(C)c2)c(C)c1	-4
O=C(/C=C\Nc1ccc2c(c1)OCO2)c1cccs1	2
CCOc1ccc(/C=C2\C(=O)NC(=O)N(c3ccc(C)cc3)C2=O)cc1Cl	0
O=Cc1cc(Br)ccc1OCc1ccccc1F	7
O=C(O)c1cccc(-c2ccc(/C=N/Nc3ccc([N+](=O)[O-])cn3)o2)c1	9
CCOCCOC(=O)C1=C(C)NC2=C(C(=O)CCC2)C1c1cccc(Cl)c1 (stereo not drawn)	4
Cc1cc(=O)oc2cc(OCC(=O)Nc3sc4c(c3C(N)=O)CCC4)ccc12	8
COC(=O)c1ccccc1NC(=O)c1ccc(I)cc1	7

Carrying on:
SMILES	ER stress death
COc1ccc(C2Nc3ccccc3C(=O)N2c2ccc(Cl)cc2)c(OC)c1 (stereo not drawn)	10
O=C(CC(c1ccccc1)c1ccccc1)NCc1cccnc1	2
Cc1ccc(/C=C/C(=O)Nc2nc3ccc(S(C)(=O)=O)cc3s2)cc1	8
CC1=C(C(=O)OC(C)C)C(c2cccc(F)c2)C2=C(CCCC2=O)N1 (stereo not drawn)	7
Cc1ccc(C(=O)Nc2ccc(NC(=O)c3ccco3)c(Cl)c2)cc1C	-3
CN(C)CCCNC(=O)c1ccc([N+](=O)[O-])cc1	8
Cc1ccc(NCCC(=O)c2cccs2)cc1	9
CCOc1ccc2cc(S(=O)(=O)n3ccnc3C)ccc2c1	5
Cc1ccc(NC(=O)C2CC(=O)N(c3ccc(Cl)cc3)C2)cc1 (stereo not drawn)	0
Cc1ccc(N2NC(=O)/C(=C/c3cc([N+](=O)[O-])ccc3O)C2=O)cc1C	1
O=C(NCc1ccco1)c1ccc(S(=O)(=O)N2CCOCC2)cc1	7
COc1ccccc1/C=N/N1CCN(Cc2cccc3ccccc23)CC1	4
CC1C(=O)NN=C1C(=O)N/N=C/c1cccc(O)c1 (stereo not drawn)	4
CC(C)CC(NC(=O)OC(C)(C)C)C(=O)O (stereo not drawn)	3
CC(=O)/C(=C/c1ccc(N(C)C)cc1)[N+](=O)[O-]	2
NNC(=O)c1cc(-c2ccc3c4c(cccc24)CC3)n[nH]1	-2
CCOC(=O)c1c(NC(=O)Oc2ccccc2)sc2c1CCC(C)C2 (stereo not drawn)	1
FC(F)(F)c1cccc(-c2ccc(C(=S)N3CCOCC3)o2)c1	0
NNC(=O)Cc1ccc(C(F)(F)F)cc1[N+](=O)[O-]	-3
O=C(NCc1cccnc1)c1ccc(S(=O)(=O)N2CCOCC2)cc1	8
COC(=O)c1cccc(NC(=O)C2COc3ccccc3O2)c1 (stereo not drawn)	3
Cc1ccc(C(=O)O/N=C(\N)c2ccc(Br)cc2)cc1[N+](=O)[O-]	7
O=C(Nc1ccc(Cl)cc1)O/N=C/c1ccc([N+](=O)[O-])cc1	1
COCCN(CCOC)Cc1c(C)[nH]c2ccccc2c1=O	7
COc1ccc(C2=NN(C(C)=O)C(c3ccc(OC)cc3)C2)cc1 (stereo not drawn)	0
CC(C)=NNc1nnc2c(n1)[nH]c1ccccc12	11
NNC(=O)C1(c2ccccc2)CCCC1	6
O=c1[nH]c(=S)n(-c2ccccc2)c(O)c1/C=C1\C=Nc2ccccc21	9
N/C(=N\OC(=O)c1ccccc1I)c1ccc(Cl)cc1	-1
COC(=O)C1=C(C)N(CC(C)C)C(=O)/C1=C\c1cc(OC)c(OC)c(OC)c1	4
Cc1cc(C)cc(N2C(=O)NC(=O)/C(=C\c3cc(Br)ccc3OCC(=O)O)C2=O)c1	2
C=CCO/N=C(\CCC)C1=C(N2CCCC2)CC(C)(C)CC1=O	5
O=C(Cc1ccccc1)c1ccc(O)cc1O	4
COc1cccc(/C=C2\C(=O)NC(=O)N(c3ccccc3)C2=O)c1OC	6
NC(=O)c1cc(NC(=O)c2cc3ccccc3cc2O)ccc1Cl	4
CC(=O)Nc1ccc(S(=O)(=O)N2CCN(Cc3ccccc3)CC2)cc1	-4
CCOC(=O)C1=C(C)N=c2s/c(=C\c3c[nH]c4ccccc34)c(=O)n2C1c1cccc(OC)c1 (stereo not drawn)	10
C/C(=N\NC(=O)COc1cccc(C)c1)c1ccc(Br)cc1	4
CCOc1cccc(/C=C2/C(=O)NN(c3cc(Cl)cc(Cl)c3)C2=O)c1O	22
COc1ccc(/C=C2\SC(=S)N(NC(=O)c3ccccc3Cl)C2=O)cc1	4
O=C1c2ccccc2-c2ccc(S(=O)(=O)N3CCOCC3)cc21	8
O=C(/C=C\Nc1ccc2[nH]ncc2c1)c1ccc(Br)cc1	2
COc1ccc(C2Nc3ccccc3C(=O)N2Cc2ccccc2)cc1COc1ccccc1F (stereo not drawn)	4
CC(C)Oc1ccc(/C=N/NC(=O)C(=O)NC2CCCCC2)cc1	12
O=C(c1ccc(Cl)cc1)N(Cc1ccccc1)c1cccc([N+](=O)[O-])c1	3
COc1ccc(C(=O)N2CCN(Cc3cc(OC)c(O)c(OC)c3)CC2)cc1OC	-3
CCOC(=O)C1CCN(S(=O)(=O)c2ccc(-c3ccc([N+](=O)[O-])cc3)cc2)CC1	1
COc1ccc(CC(=O)Nc2ccc(Br)c(C)c2)cc1OC	9
CC(=O)Nc1ccc(S(=O)(=O)Nc2ccc(O)c3ccccc23)cc1	-8
CC(C)c1ccc(N=C2C(=O)Nc3ccc(Br)cc32)cc1	-9

In a second layout: entries from further up
| SMILES | ER stress death |
| --- | --- |
| O=C(Nc1ccc(Cl)cc1)O/N=C/c1ccc([N+](=O)[O-])cc1 | 1 |
| COCCN(CCOC)Cc1c(C)[nH]c2ccccc2c1=O | 7 |
| COc1ccc(C2=NN(C(C)=O)C(c3ccc(OC)cc3)C2)cc1 (stereo not drawn) | 0 |
| CC(C)=NNc1nnc2c(n1)[nH]c1ccccc12 | 11 |
| NNC(=O)C1(c2ccccc2)CCCC1 | 6 |
| O=c1[nH]c(=S)n(-c2ccccc2)c(O)c1/C=C1\C=Nc2ccccc21 | 9 |
| N/C(=N\OC(=O)c1ccccc1I)c1ccc(Cl)cc1 | -1 |
| COC(=O)C1=C(C)N(CC(C)C)C(=O)/C1=C\c1cc(OC)c(OC)c(OC)c1 | 4 |
| Cc1cc(C)cc(N2C(=O)NC(=O)/C(=C\c3cc(Br)ccc3OCC(=O)O)C2=O)c1 | 2 |
| C=CCO/N=C(\CCC)C1=C(N2CCCC2)CC(C)(C)CC1=O | 5 |
| O=C(Cc1ccccc1)c1ccc(O)cc1O | 4 |
| COc1cccc(/C=C2\C(=O)NC(=O)N(c3ccccc3)C2=O)c1OC | 6 |
| NC(=O)c1cc(NC(=O)c2cc3ccccc3cc2O)ccc1Cl | 4 |
| CC(=O)Nc1ccc(S(=O)(=O)N2CCN(Cc3ccccc3)CC2)cc1 | -4 |
| CCOC(=O)C1=C(C)N=c2s/c(=C\c3c[nH]c4ccccc34)c(=O)n2C1c1cccc(OC)c1 (stereo not drawn) | 10 |
| C/C(=N\NC(=O)COc1cccc(C)c1)c1ccc(Br)cc1 | 4 |
| CCOc1cccc(/C=C2/C(=O)NN(c3cc(Cl)cc(Cl)c3)C2=O)c1O | 22 |
| COc1ccc(/C=C2\SC(=S)N(NC(=O)c3ccccc3Cl)C2=O)cc1 | 4 |
| O=C1c2ccccc2-c2ccc(S(=O)(=O)N3CCOCC3)cc21 | 8 |
| O=C(/C=C\Nc1ccc2[nH]ncc2c1)c1ccc(Br)cc1 | 2 |
| COc1ccc(C2Nc3ccccc3C(=O)N2Cc2ccccc2)cc1COc1ccccc1F (stereo not drawn) | 4 |
| CC(C)Oc1ccc(/C=N/NC(=O)C(=O)NC2CCCCC2)cc1 | 12 |
| O=C(c1ccc(Cl)cc1)N(Cc1ccccc1)c1cccc([N+](=O)[O-])c1 | 3 |
| COc1ccc(C(=O)N2CCN(Cc3cc(OC)c(O)c(OC)c3)CC2)cc1OC | -3 |
| CCOC(=O)C1CCN(S(=O)(=O)c2ccc(-c3ccc([N+](=O)[O-])cc3)cc2)CC1 | 1 |
| COc1ccc(CC(=O)Nc2ccc(Br)c(C)c2)cc1OC | 9 |
| CC(=O)Nc1ccc(S(=O)(=O)Nc2ccc(O)c3ccccc23)cc1 | -8 |
| CC(C)c1ccc(N=C2C(=O)Nc3ccc(Br)cc32)cc1 | -9 |

Structures shown so far with a CF3 group:
SMILES	ER stress death
O=C(NCCCc1ccccc1)C(F)(F)F	-5
O=C(CCN1C(=O)c2ccccc2C1=O)Nc1cc(C(F)(F)F)ccc1Cl	6
FC(F)(F)c1cccc(-c2ccc(C(=S)N3CCOCC3)o2)c1	0
NNC(=O)Cc1ccc(C(F)(F)F)cc1[N+](=O)[O-]	-3

Additional entries
SMILES	ER stress death
Clc1cccc(Cl)c1OCCCCN1CCOCC1	0
C(=Nc1ccccc1-c1nc2ccccc2[nH]1)c1ccco1	-11
COC(=O)c1ccc(OCC(O)Cn2nc(C)cc2C)cc1 (stereo not drawn)	0
Cc1ccccc1C(=O)Nc1cccc(NC(=O)COc2ccccc2Cl)c1	0
O=S1(=O)CCC(NC(=S)N/N=C/c2ccc(-c3cc(Cl)ccc3Cl)o2)C1 (stereo not drawn)	3
Cc1ccc(S(=O)(=O)N(CC(O)CN2CCCCC2)c2cccc(C)c2)cc1 (stereo not drawn)	-4
CC1=C(C#N)c2nc(N)c(C#N)c(C)c2/C1=C\c1ccco1	-2
Cc1nnc(SCC(=O)Nc2sc3c(c2C#N)CCCC3)[nH]c1=O	4
O=C(COc1ccc(Cl)cc1Cl)N1CCN(c2ccccc2)CC1	2
Cc1c(C=O)cc2c(c1C)OC1(C=C2)N(C)c2ccccc2C1(C)C (stereo not drawn)	5
